SDO1 yeast rescue: growth rescue of sdo1-depleted yeast, primary screen, S. cerevisiae, bone marrow failure model. actives 0.21% (n = 140,000). z-score at 10 µM. S. cerevisiae sdo1-depleted JHY4D growth rescue, OD600 30 h; stronger effect = higher value; pdr5 snq2 efflux-pump mutant strain;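 active = z-score above 3 at both the 24 hr and the 30 hr optical density reads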;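 note: z-score against mean and SD of all compound wells on the same plate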
INS promoter inh: inhibitors of insulin promoter-driven GFP, primary screen, imaging, TRM-6 cells (human fetal islet line), eGFP reporter, cell count; reporter expression induced with tamoxifen; inhibition, % at 2 µM; actives 0.9% (n = 130,000);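 active = inhibition above the mean plus 3 SD, with well images judged a real hit on visual review, cut at about 60% in these data, passing the limit was not always enough; inconclusive = inhibition over the cutoff but images rejected on review; inactive = inhibition not above the cutoff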
SDO1 yeast rescue Rescue 24 h: second read-out of SDO1 yeast rescue, no call of its own (marks repeat the call); z-score; S. cerevisiae sdo1-depleted JHY4D growth rescue, OD600; measured here: growth rescue at 24 h;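 0 is the plate mean of compound wells and units are plate SD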
Numbers without * were called inactive; i = inactive; ? = inconclusive; · = not tested or not shown; [ ] = another dose, or the depositor's remark. These rows are one share of the data; rates above refer to the full screens.

SMILES	SDO1 yeast rescue	SDO1 yeast rescue Rescue 24 h	INS promoter inh
COc1ccccc1CN(CC(=O)NCC1CCCO1)C(=O)CNS(=O)(=O)c1ccc(C)cc1 (configuration not stated)	0.37	1.5	-73
COCc1[nH]nc2c1C(c1sccc1C)C(C#N)=C(N)O2 (configuration not stated)	1	0.81	·
Cc1ccc(-c2cccc(NC(=O)C3C4C=CC(C4)C3C(=O)O)c2)o1 (configuration not stated)	-0.64	-0.44	-30
Cc1nc2nc(CSc3nnc(C)s3)cc(=O)n2[nH]1	-0.02	0.51	·
COCCNS(=O)(=O)c1ccc2c(c1)C(=O)c1cc(S(=O)(=O)NCCOC)ccc1-2	0.17	0.47	35
CCc1ccccc1N1C(=O)C2CC=CCC2C1=O (configuration not stated)	-0.63	-0.19	14
CC(=O)c1c(C)n(-c2ccccc2)c2ccc(O)cc12	0.03	0.07	-118
Cn1cccc1Cc1nnc(SCC(=O)NC2CCCC2)n1CCc1ccccc1	-0.38	-0.12	·
c1cnc2c(c1)ncc1cscc12	0.52	0.52	61
CCCCC(c1nnnn1CCOC)N1CCN(c2cccc(OC)c2)CC1 (configuration not stated)	0.7	0.93	·
Cc1cc(CNCc2c(C(=O)N3CCCCCCC3)nc3ccc(Cl)cn23)nn1C	·	·	40
CCOC(=O)c1[nH]c2ccc(OC)cc2c1NC(=O)CN1CCc2ccccc2C1	-1.7	-2	-28
CCC(=O)NCCc1c[nH]c2ccccc12	1.1	0.31	-43
COC(=O)c1ccccc1NC(=O)COC(=O)c1ccccc1N=Nc1ccc(N(C)C)cc1	0.36	0.33	31
CC(SCc1ccccc1)C(=O)NN=C1CCN(C)CC1 (configuration not stated)	0.72	0.92	-52
O=C(NC12CC3CC(CC(C3)C1)C2)c1ccc(-c2cccc(Cl)c2)o1	-1.7	-1.9	27
CCN(CC(=O)NC1CCS(=O)(=O)C1)c1nc(-c2ccccc2)nc2ccccc12 (configuration not stated)	1.4	1	·
COC(=O)c1cccc(NC(=S)Nc2cccc(Cl)c2Cl)c1	-0.04	-0.25	·
O=C(c1ccc(N2CN(C(=O)c3ccco3)c3nc4ccccc4nc32)cc1)N1CCOCC1	-0.01	-0.21	·
CSc1ccccc1NC(=O)CN(C)CC(=O)Nc1ccc(Cl)cc1F	1.4	0.94	12
Cc1cc(C)n(-c2ccc(C(=O)N3CCc4ccccc43)cc2)n1	-0.78	-0.42	·
COc1ccc(-c2nnc(SCC(=O)NCc3ccco3)o2)cc1	-0.12	-1.2	-7
CCCCN1C(=O)/C(=C2\SC(N3CCCCC3)=NC2=O)c2ccccc21	-1.5	-0.61	-25
COC(=O)CN(c1ccccc1)S(=O)(=O)c1ccc(F)cc1	0.64	0.29	31
CCOc1cccc(OCCCCN2CCCCC2)c1	0.15	-0.32	·

Next section
SMILES	SDO1 yeast rescue	SDO1 yeast rescue Rescue 24 h	INS promoter inh
Cc1cc(C)c2nc(SCc3ccc([N+](=O)[O-])cc3)nc(C)c2c1	-1.4	-0.56	17
COc1ccc(N=C2NC(=O)/C(=C/c3ccc(O)c(OC)c3)S2)cc1	-0.22	0.79	3
O=C(c1ccccc1)c1ccc2ccccc2n1	0.04	0.18	-5
COc1c(OC(C)=O)ccc(/C=N\NC(=O)c2ccc(Br)cc2)c1[N+](=O)[O-]	·	·	0
Nc1[nH]nc2nc(NCc3ccccc3)c3c(c12)CCN(Cc1ccccc1)C3	-0.67	-1.4	·
CC(C)(C)N/N=C/c1c(O)n(-c2ccc(Cl)cn2)c(=O)c2ccccc12	0.33	0.76	-10
CCOC(=O)Cc1csc(NC(=O)c2ccco2)n1	-0.35	-0.27	-81
Cc1c(NC(=O)C2CCCN(S(=O)(=O)c3cnc[nH]3)C2)c(=O)n(-c2ccccc2)n1C (configuration not stated)	0.36	0.05	·
COc1cccc(/C=C/C(=O)OCC(=O)Nc2ccc(N3CCOCC3)cc2)c1OC	·	·	0
Cn1c(SCc2cccnc2)nc2cccnc21	0.56	0.67	-6
O=C(O)COc1ccc(C(=O)c2ccccc2)cc1	·	·	31
COc1ccc2cc3cc(C(=O)NCCN4CCN(Cc5ccccc5)CC4)oc3nc2c1	-2.6	-2.1	34
Cc1c(N=Cc2c(O)n(C3CCCCC3)c(=O)[nH]c2=O)c(=O)n(-c2ccccc2)n1C	0.12	-0.53	-15
CCOc1ccc(NC(=O)CCS(=O)(=O)c2cccc3nsnc23)cc1	0.6	0.63	0
CCOc1ccc(-c2nnc3ccc(SCC(=O)Nc4nc5ccccc5s4)nn23)cc1	0.87	1	·
O=C(O)COc1ccc(Br)cc1/C=N/O	-0.2	0.33	50
O=C(CC(Cc1ccccc1)c1ccco1)NC1CCCCC1 (configuration not stated)	-0.52	-0.19	-3
COc1ccc(N2CCCCn3c2nc2c3c(=O)[nH]c(=O)n2C)cc1	-0.6	1.8	-15
C#CC1(O)CC(C)NCC1(C)CCC#N (configuration not stated)	0.89	1.1	-17
Cc1ccccc1Oc1ccc(NC(=O)C2CC=CCC2C(=O)O)cc1 (configuration not stated)	1.2	1.1	42
CCC1CCCCN1CCCNC(=O)c1cn(CC)c2ccc(S(=O)(=O)N3CCc4ccccc4C3)cc2c1=O (configuration not stated)	·	·	0
Clc1ccccc1Cn1nnc(-c2cccs2)n1	-1.2	-0.32	i
CCc1nnc(NC(=O)CSc2nnc(C)n2Cc2ccccc2)s1	1.1	0.26	i
CSC1=NCCN1C(=O)c1ccc(S(=O)(=O)N2CCOCC2)cc1	0.53	0.29	·
COc1ccc(OC)c(S(=O)(=O)NC(N)=NCCc2ccccc2OC)c1	·	·	-31

Not a retest: 17 of the compounds above.
SMILES	SDO1 yeast rescue	SDO1 yeast rescue Rescue 24 h	INS promoter inh
COc1cccc(/C=C/C(=O)OCC(=O)Nc2ccc(N3CCOCC3)cc2)c1OC	·	·	0
Cn1c(SCc2cccnc2)nc2cccnc21	0.56	0.67	-6
O=C(O)COc1ccc(C(=O)c2ccccc2)cc1	·	·	31
COc1ccc2cc3cc(C(=O)NCCN4CCN(Cc5ccccc5)CC4)oc3nc2c1	-2.6	-2.1	34
Cc1c(N=Cc2c(O)n(C3CCCCC3)c(=O)[nH]c2=O)c(=O)n(-c2ccccc2)n1C	0.12	-0.53	-15
CCOc1ccc(NC(=O)CCS(=O)(=O)c2cccc3nsnc23)cc1	0.6	0.63	0
CCOc1ccc(-c2nnc3ccc(SCC(=O)Nc4nc5ccccc5s4)nn23)cc1	0.87	1	·
O=C(O)COc1ccc(Br)cc1/C=N/O	-0.2	0.33	50
O=C(CC(Cc1ccccc1)c1ccco1)NC1CCCCC1 (configuration not stated)	-0.52	-0.19	-3
COc1ccc(N2CCCCn3c2nc2c3c(=O)[nH]c(=O)n2C)cc1	-0.6	1.8	-15
C#CC1(O)CC(C)NCC1(C)CCC#N (configuration not stated)	0.89	1.1	-17
Cc1ccccc1Oc1ccc(NC(=O)C2CC=CCC2C(=O)O)cc1 (configuration not stated)	1.2	1.1	42
CCC1CCCCN1CCCNC(=O)c1cn(CC)c2ccc(S(=O)(=O)N3CCc4ccccc4C3)cc2c1=O (configuration not stated)	·	·	0
Clc1ccccc1Cn1nnc(-c2cccs2)n1	-1.2	-0.32	i
CCc1nnc(NC(=O)CSc2nnc(C)n2Cc2ccccc2)s1	1.1	0.26	i
CSC1=NCCN1C(=O)c1ccc(S(=O)(=O)N2CCOCC2)cc1	0.53	0.29	·
COc1ccc(OC)c(S(=O)(=O)NC(N)=NCCc2ccccc2OC)c1	·	·	-31

(further entries)
SMILES	SDO1 yeast rescue	SDO1 yeast rescue Rescue 24 h	INS promoter inh
CC(=O)N1N=C(c2ccc3ccccc3c2)OC1(C)C	-0.56	-0.1	56
CCc1cc2cc(C)cc(C)c2nc1SCC(=O)N1CCCC1	-1.4	-0.35	47
CCC(C)C(=O)Nc1nc2ccc(S(C)(=O)=O)cc2s1 (configuration not stated)	·	·	27
COCCOC(=O)c1c(C)oc2ccc(OCC=C(C)C)cc12	-0.2	-0.77	-87
O=C(O)CNC(=O)c1ccccc1F	·	·	31
Nc1c(C(O)(C(F)(F)F)C(F)(F)F)ccc2ccccc12	-0.2[11.8 µM]	0.32	·
Cc1[nH]nc2c1C(c1ccc(F)cc1)C(C#N)=C(N)O2 (configuration not stated)	1.4	1.4	-73
COc1ccc(S(=O)(=O)N(C)c2ccc(C(=O)NCC3CCCO3)cc2)cc1 (configuration not stated)	0.02	-0.82	29
Cc1ccccc1C(=O)NC1CCN(CC(=O)Nc2c(C)cccc2C)CC1	0.79	0.68	52
c1ccc(-c2noc(CN3CCOCC3)n2)cc1	·	·	-15
CCOC(=O)C1CCCN(C(=O)CN2C(=O)/C(=C/c3ccc(OC)cc3)Oc3ccccc32)C1 (configuration not stated)	-0.77	-0.35	-19
Cc1nnc(NC(=O)CSC2=NN3CCCC(=O)N=C3S2)s1	·	·	16
CCOC(=O)C1CCN(c2ncnc3nc[nH]c23)CC1	0.3	-0.11	?
COc1ccc(N2C(=O)C3C4C=CC(C4)C3C2=O)c([N+](=O)[O-])c1 (configuration not stated)	·	·	35
CC(C(=O)O)N1C(=O)c2ccccc2C1=O (configuration not stated)	-0.18	-0.34	37
Cc1cc(Nc2cccc(F)c2)n2c(n1)nc1ccccc12	-0.7	-0.63	38
O=C(COc1ncnc2cc([N+](=O)[O-])ccc12)NC(=O)NC1CCCCC1	·	·	45
Cc1cc(N)n(-c2nc(-c3cccnc3)nc3ccccc23)n1	-0.79	-0.8	-10
C/C(=N\NC(=O)c1c(Br)c(C)nn1C)c1ccc(NC(=O)C(C)Oc2ccc(Cl)cc2C)cc1 (configuration not stated)	-0.63	0.47	·
CCCc1nc2ccccc2n1CC(O)COc1ccc(NC(C)=O)cc1 (configuration not stated)	·	·	?
COc1ccc(-c2cc(=O)oc3cc(OCc4nn[nH]n4)ccc23)cc1	0.32	-0.73	-43
O=C(COc1ccc(Cl)cc1Cl)OCC(=O)N1CCCc2ccccc21	-0.43	-0.43	·
Cc1ccc(/C=N/NC(=O)c2ccc3nc[nH]c3c2)s1	·	·	-15
O=C(Nc1nc(-c2ccc3c(c2)OCCO3)cs1)c1ccc(S(=O)(=O)N2CCCCC2)cc1	0.04	-0.61	15
O=C(CSc1nc2ncccc2[nH]1)c1ccc(F)cc1	2.6	1.1	·

(next part)
SMILES	SDO1 yeast rescue	SDO1 yeast rescue Rescue 24 h	INS promoter inh
CCOC(=O)Nc1nnc(/C=C/c2ccc(OC)cc2)s1	0.08	-0.04	·
N#Cc1c(N)nc2c(c1N)CC(=O)N2c1ccc(Cl)cc1	-0.48	-0.46	5
O=C(CSc1nc2c(c(=O)n1-c1ccc(F)cc1)SCC2)NCc1ccco1	0.79	0.53	-29
O=C1C2C(c3ccccc3)C=CC(c3ccccc3)C2C(=O)N1c1ccncc1 (configuration not stated)	-1.6	-1.1	23
COc1cccc(CN(C(=O)Cn2nnc(-c3ccccc3F)n2)C(C(=O)NC(C)(C)C)c2ccncc2)c1 (configuration not stated)	·	·	35
O=C(C(Cc1ccccc1)N1C(=O)c2ccccc2C1=O)N1CCc2ccccc21 (configuration not stated)	-1.1	-0.31	50
Cc1ccc(C(=O)NC(N2CCCC2)C(Cl)(Cl)Cl)cc1 (configuration not stated)	0.82	0.25	·
O=C(COC(=O)c1n[nH]c2ccccc12)NC(=O)NC12CC3CC(CC(C3)C1)C2	0.89	1.5	9
CS(=O)(=O)N1CCN(c2ccc(NC(=O)c3cccnc3Cl)cc2)CC1	-0.18	-0.94	38
c1nc(NC2CCCCCC2)c2[nH]cnc2n1	0.13	-0.38	70*
CCOc1ccccc1C(=O)N/N=C/c1c[nH]c2ccccc12	·	·	0
O=C(NN=C1CCCC1)NC1CCCCC1	-0.27	-0.9	-3
CCCCC(=O)NC(c1ccco1)c1c(O)ccc2ccccc12 (configuration not stated)	-0.38	-0.7	-46
CCN1C(=O)/C(=C/c2nc3ccccc3c(=O)n2-c2ccc(C)cc2)c2ccccc21	-1.4	-1.2	·
O=C(Cc1nc(-c2ccc(Br)s2)cs1)NCCN1CCOCC1	-1.5	-1.2	0
O=c1c2ccccc2nc2c3ccccc3c(NCCN3CCOCC3)nn12	0.67	0	-9
CCOC(=O)c1ccc(COC(=O)c2cc3ccccc3oc2=O)o1	1.3	1.4	-53
CC1CCC2(CC1)N=C(N)Nc1nc3ccccc3n12 (configuration not stated)	0.14	0.09	11
Cc1nn2c(-c3ccco3)nnc2c2ccccc12	-2	-1.3	50
Cn1c(CSc2nc3ccccc3s2)n[nH]c1=S	0.65	0.87	·
CO/N=C/C(=N\Nc1ccc(OC)cc1)C(=O)c1ccc(F)cc1	·	·	29
Cc1nc2nc[nH]n2c(=O)c1NC(=O)c1cccc(OCC(C)C)c1	0.47	-0.4	·
CCn1c(SCC(=O)Nc2ccccc2C)nnc1-c1ccccc1O	0.14	0.03	6
Cc1cc(NCCO)c2ccccc2n1	0.3	-0.48	5
COc1ccc(OC)c(NC(=O)CSc2ccc3ccccc3c2)c1	-0.15	-1.1	3
COc1ccc(-c2c(C)oc3c(CN4CCN(C)CC4)c(O)ccc3c2=O)cc1	-1.2	-1.2	·
CC(=O)NC(CC(C)C)C(=O)NC(=O)NCc1ccccc1 (configuration not stated)	0.76	0.96	22
CC1CCN(C(=O)C2CC(c3ccc(F)cc3)=NO2)CC1 (configuration not stated)	-0.75	-0.32	·

Compound activity deposited in PubChem BioAssay by several laboratories.
